High-throughput results deposited in PubChem by several laboratories.
eLon inh: inhibits E. coli Lon protease | purified E. coli Lon protease, fluorescence polarization | P0A9M0 | inhibition, % at 7.94 µM | 360,000 compounds, 0.42% hits | AID 602123; in the data active = inhibition above about 13%, passing the limit was not always enough;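 also: 0% = enzyme with probe and DMSO and 100% = no enzyme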
FAS-TE inh: inhibitors of human fatty acid synthase thioesterase domain; recombinant FAS-TE, OMFH fluorogenic substrate, fluorescence endpoint; inhibition, % at 15 µM; 360,000 compounds, 0.67% hits; AID 602261;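 active = compounds whose normalised, plate-corrected inhibition of enzyme fluorescence in the single-dose primary screen is 50% or more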;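 also: 0% = DMSO with enzyme and 100% = substrate without enzyme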
Target sequence (P49327 whole entry, looked up, the tested form may be a part): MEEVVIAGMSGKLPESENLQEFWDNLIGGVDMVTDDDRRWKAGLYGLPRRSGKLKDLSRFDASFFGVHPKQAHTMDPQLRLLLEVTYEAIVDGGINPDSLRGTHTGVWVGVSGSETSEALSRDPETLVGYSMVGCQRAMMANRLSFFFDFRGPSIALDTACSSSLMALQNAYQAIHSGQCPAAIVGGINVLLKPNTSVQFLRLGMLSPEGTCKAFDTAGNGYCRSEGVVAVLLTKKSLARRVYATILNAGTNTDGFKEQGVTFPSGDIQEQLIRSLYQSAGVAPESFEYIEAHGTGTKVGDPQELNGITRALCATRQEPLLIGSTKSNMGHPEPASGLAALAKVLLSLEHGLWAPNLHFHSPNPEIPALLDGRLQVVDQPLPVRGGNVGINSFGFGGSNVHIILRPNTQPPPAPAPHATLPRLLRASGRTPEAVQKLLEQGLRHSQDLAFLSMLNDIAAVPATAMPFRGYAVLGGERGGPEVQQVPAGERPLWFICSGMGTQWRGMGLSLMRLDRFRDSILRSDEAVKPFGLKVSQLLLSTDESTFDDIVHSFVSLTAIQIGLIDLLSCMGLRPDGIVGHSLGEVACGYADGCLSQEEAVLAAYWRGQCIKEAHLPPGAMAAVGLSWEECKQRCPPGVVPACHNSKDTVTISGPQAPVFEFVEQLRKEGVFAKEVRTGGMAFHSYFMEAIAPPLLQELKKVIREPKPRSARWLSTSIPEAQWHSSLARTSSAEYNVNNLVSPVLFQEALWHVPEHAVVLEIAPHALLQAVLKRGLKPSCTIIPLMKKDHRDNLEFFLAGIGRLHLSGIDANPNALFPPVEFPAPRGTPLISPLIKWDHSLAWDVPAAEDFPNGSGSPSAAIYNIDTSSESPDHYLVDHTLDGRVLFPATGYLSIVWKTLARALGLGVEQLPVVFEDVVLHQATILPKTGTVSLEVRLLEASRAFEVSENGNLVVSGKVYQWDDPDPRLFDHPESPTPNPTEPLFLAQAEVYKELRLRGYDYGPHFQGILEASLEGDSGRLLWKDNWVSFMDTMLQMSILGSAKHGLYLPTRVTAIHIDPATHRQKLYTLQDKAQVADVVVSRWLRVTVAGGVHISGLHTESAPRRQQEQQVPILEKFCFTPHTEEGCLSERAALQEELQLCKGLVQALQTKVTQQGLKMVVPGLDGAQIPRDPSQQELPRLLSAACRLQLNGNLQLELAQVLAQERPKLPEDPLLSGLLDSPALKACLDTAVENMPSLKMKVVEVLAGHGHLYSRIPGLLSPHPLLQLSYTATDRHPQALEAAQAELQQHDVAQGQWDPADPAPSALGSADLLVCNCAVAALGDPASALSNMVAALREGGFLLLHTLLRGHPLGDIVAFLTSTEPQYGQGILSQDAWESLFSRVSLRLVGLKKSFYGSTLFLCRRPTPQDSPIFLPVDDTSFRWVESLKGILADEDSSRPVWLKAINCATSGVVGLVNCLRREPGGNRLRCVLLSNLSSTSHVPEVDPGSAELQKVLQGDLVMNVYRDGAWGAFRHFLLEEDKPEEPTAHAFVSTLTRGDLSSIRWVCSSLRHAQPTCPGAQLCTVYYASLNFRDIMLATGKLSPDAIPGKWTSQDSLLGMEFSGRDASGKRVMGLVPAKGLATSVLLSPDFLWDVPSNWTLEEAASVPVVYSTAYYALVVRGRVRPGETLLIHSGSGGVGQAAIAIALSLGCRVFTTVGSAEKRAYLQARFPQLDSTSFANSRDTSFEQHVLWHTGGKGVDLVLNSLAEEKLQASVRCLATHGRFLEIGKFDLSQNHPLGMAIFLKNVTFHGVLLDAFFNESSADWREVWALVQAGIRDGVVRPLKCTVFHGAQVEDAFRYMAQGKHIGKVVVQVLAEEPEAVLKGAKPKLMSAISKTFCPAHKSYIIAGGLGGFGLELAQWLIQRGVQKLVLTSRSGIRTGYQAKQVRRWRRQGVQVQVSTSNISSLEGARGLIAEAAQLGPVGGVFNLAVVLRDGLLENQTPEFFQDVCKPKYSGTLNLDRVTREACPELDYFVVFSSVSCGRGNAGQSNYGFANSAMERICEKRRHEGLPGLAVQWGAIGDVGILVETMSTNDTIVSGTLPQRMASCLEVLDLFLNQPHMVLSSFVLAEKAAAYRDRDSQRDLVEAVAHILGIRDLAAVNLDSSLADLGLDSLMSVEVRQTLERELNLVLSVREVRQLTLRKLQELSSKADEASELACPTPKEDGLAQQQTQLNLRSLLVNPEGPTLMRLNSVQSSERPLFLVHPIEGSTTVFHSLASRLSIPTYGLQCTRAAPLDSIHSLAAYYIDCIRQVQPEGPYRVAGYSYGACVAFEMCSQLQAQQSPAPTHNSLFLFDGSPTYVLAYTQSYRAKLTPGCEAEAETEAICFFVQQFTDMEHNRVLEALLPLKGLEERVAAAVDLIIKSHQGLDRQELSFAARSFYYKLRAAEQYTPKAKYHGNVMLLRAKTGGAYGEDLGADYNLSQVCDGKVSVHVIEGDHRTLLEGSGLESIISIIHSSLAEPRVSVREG
SKN-1 inh: inhibitors of C. elegans SKN-1; C. elegans VP596 Pgst-4::GFP/RFP ratio, acrylamide-induced, 24 h; inhibition, % at 21.8 µM; 360,000 compounds, 0.49% hits;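 active = interference check ratio from 0.5 to 1.5 plus GFP to RFP signal ratio inhibition reaching or exceeding a fixed threshold, cut at about 30% in these data, passing the limit was not always enough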; also: some compounds called inactive have numbers as strong as hits
CendR NRP1 mod: NRP-1/CendR interaction modulation; O14786; FAM-RPARPAR peptide binding to NRP-1, fluorescence polarization; inhibition, % at 25 µM; 360,000 compounds, 0.85% hits; AID 602438;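 active = inhibition or corrected inhibition above about 18%, plus a signal ratio from 0.5 to 1.5, limit read from the data, passing the limit was not always enough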; also: strong numbers were not always called active
MLLE-PAM2 inh: inhibitors of microRNA-mediated deadenylation, human PABP1 MLLE binding. 360,000 compounds, 0.36% hits. inhibition, % at 20 µM. GST-MLLE / FITC-PAM2 fluorescence polarization. P11940; in the data active = inhibition above about 35%, passing the limit was not always enough;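 also: plate controls were DMSO wells with GST-MLLE for no effect and wells lacking GST-MLLE protein for full effect; some results filed as inactive read as strong as hits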
Tb MetRS inh: Trypanosoma brucei MetRS inhibition; purified T. brucei MetRS, ATP depletion, Kinase-Glo luminescence; inhibition, % at 11.9 µM; 360,000 compounds, 0.4% hits;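 active = inhibition above a per-plate cutoff of the control wells' mean inhibition plus 3 SD, cut at about 5.5% in these data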;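 also: 0% = DMSO wells median and 100% = median of wells with control inhibitor compound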
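Assay system: T. brucei methionyl-tRNA synthetase, purified | Medium: HEPES buffer with MgCl2, KCl, DTT, spermine, BSA, pyrophosphatase | Compound: 11.9 µM single point | Incubation: 15 min enzyme-compound preincubation, 2 h reaction, 10 min detection, 25 °C | Measured by: Kinase-Glo luciferase luminescence reporting remaining unconsumed ATP | Measure: % inhibition normalized to control-well medians | Replication: Singlicate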
bovine MsrA act: activators of bovine methionine sulfoxide reductase A. activation, % at 10.6 µM. purified bovine MsrA, absorbance read-out. 360,000 compounds, 0.3% hits; in the data active = activation above about 7.5%;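 also: 0% = vehicle and 100% = reference activator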
MsrA inhibitor: inhibitors of bovine MsrA; purified bovine MsrA, absorbance read-out; inhibition, % at 15.5 µM; 360,000 compounds, 0.75% hits; AID 651718; in the data active = inhibition above about 4.5%;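 also: 0% = vehicle wells with enzyme and 100% = reference inhibitor wells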
MT1-MMP act inh: blocks activation of human MT1-MMP; AID 651647; HT1080 RFP-PRO-GFP cells, GFP/RFP ratio fluorescence, overnight; percent of plate control window, DMSO zero; 360,000 compounds, 0.061% hits; P50281; GFP/RFP ratio change, % at 20 µM;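 active = GFP/RFP ratio change of at least 30% with cell ATP level not reduced by more than half and red fluorescence within 50% of control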; also: strong numbers were not always called active
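Material: RFP-PRO-GFP reporter HT1080 cells. Dosing: single-point 20 µM compound, 1% DMSO. Controls: DMSO and RFP-L50D-GFP cell wells. Timing: cells overnight before dosing, compound overnight, 37 °C, 5% CO2. Measure: GFP/RFP fluorescence ratio.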
* hit, by the source's call; · = no result given. Rows are unselected, and some 4% of all compounds hit somewhere here.

SMILES	eLon inh	FAS-TE inh	SKN-1 inh	CendR NRP1 mod	MLLE-PAM2 inh	Tb MetRS inh	bovine MsrA act	MsrA inhibitor	MT1-MMP act inh
CC(=O)OCC[n+]1c(C)n(-c2ccccc2)c2ccc(Cl)cc21	0	-5	0	-12	-147	-0.1	-3	-0.8	-6
COCCn1c(SCC(=O)N(C)c2c(N)n(Cc3ccccc3)c(=O)[nH]c2=O)nnc1-c1cccc(C)c1	0	-5	-8	6	0	-0.2	-4	-0.5	2
Cc1ccc(CN2C(=O)CCC2C(=O)NCCc2ccccc2)cc1 (stereo not given)	0	-2	18	0	-5	0.1	-2	-0.7	0
CC(C)CC(c1nnnn1C1CCCC1)N1CCN(c2ccccc2F)CC1 (stereo not given)	-3	12	-12	5	-3	0.2	-5	0.6	-4
O=C(Nc1cccc(Cl)c1)c1cc([N+](=O)[O-])ccc1N1CCN(CCO)CC1	0	68*	8	-11	19	-0.6	-2	2.0	-4
O=C(Nc1cc(Cl)ccn1)C1(c2ccccc2)CC1(Cl)Cl (stereo not given)	-10	44	-4	-19	10	0.9	-2	-0.2	3
O=C(COC(=O)c1ccc(S(=O)(=O)N2CCCCC2)cc1)NCc1ccccc1	13	2	2	-21	-20	-0.4	-9	0.9	-2
O=C(Nc1cccc(C(=O)O)c1)/C(=C\c1ccc2c(c1)OCO2)NC(=O)c1ccccc1Cl	-4	0	-2	8	3	0.6	-3	5.5*	1
Cc1ccc(CCN2CC(C(=O)NCc3ccc4c(c3)OCO4)CC2=O)cc1 (stereo not given)	-2	-5	3	6	1	0.0	-3	-0.1	0
CCCc1nc2c(=O)n(C)c(=O)nc-2n(C)n1	-10	4	-8	14	11	17*	2	1.2	-25
N#CCCn1cc(C(=O)N2CCCCC2)c(-c2ccc([N+](=O)[O-])cc2)n1	6	8	-2	-8	-4	-0.8	-1	1.0	4
Cc1ccc(OCCCn2ccnc2)c([N+](=O)[O-])c1	7	-7	8	1	1	0.7	-5	-0.8	0
Cc1ccc(C(=O)Nc2cccc(C(F)(F)F)c2)cc1NC(=O)c1c[nH]c2cc(C(F)(F)F)ccc2c1=O	9	-8	10	-16	5	-0.2	-2	-1.5	5
c1ccc(CCc2nc3ccccc3[nH]2)cc1	0	-12	-9	1	-13	-0.6	-9	0.2	3
c1sc2[n+](c1C13CC4CC(CC(C4)C1)C3)CCS2	-12	-9	-2	-9	2	-1.4	-12	1.5	·
Cc1ccc(NC(=O)COC(=O)COc2cccc3c2OC(C)(C)C3)cc1C	-3	-3	0	7	5	0.6	-1	1.4	3
COc1ccc(C2C3C=CCC(c4cccc(-c5ccc(C)cc5)c4)C3C(=O)N2Cc2ccccc2)cc1Cl (stereo not given)	12	35	6	7	-4	-0.2	-2	-1.3	-1
CCc1cc(C(=O)Nc2cc(S(=O)(=O)N(C)C)ccc2C)sc1C	7	3	1	4	5	-1.0	-7	-1.1	1
COc1ccc(Nc2ncnc3ccccc23)c(OC)c1	-7	-6	8	-5	3	-0.3	-8	1.4	-6
Cc1ccc(NC(=O)C2(C)CCCN2C)cc1C (stereo not given)	6	-6	11	-5	-16	-0.2	-4	0.7	1
Cc1ccc(-n2[nH]c(C)c(C=Nc3ccc(S(=O)(=O)Nc4nc(C)cc(C)n4)cc3)c2=O)c(C)c1	-6	-10	13	-11	2	-0.6	-2	0.7	-4
O=C(N/N=C/c1ccc(O)cc1)c1csc2ccccc12	0	2	-4	-2	-6	-0.3	-2	2.3	-2
N#CCCN(C(=O)COC(=O)C1CCN(S(=O)(=O)c2cccs2)CC1)c1ccccc1	9	0	6	4	0	-0.7	0	-0.5	-3
Cc1cc(=O)[nH]c(SCC(=O)Nc2ccc(Br)cc2)c1C#N	0	20	-13	-1	-8	0.5	-3	0.0	3
NC(=NCCc1ccc(Cl)cc1)NS(=O)(=O)c1ccc(F)cc1	8	8	-5	-12	8	2.7	-4	-1.4	0
Cc1cc(N/N=C/c2ccncc2)c([N+](=O)[O-])cc1[N+](=O)[O-]	14	-2	-1	21	-3	-1.1	-8	0.4	9
COc1ccc2[nH]c3c(=O)n(CCCCC(=O)N4CCCC4)c(=S)[nH]c3c2c1	5	-5	14	-18	11	0.5	-1	0.2	6
COc1ccc(-c2cn3ccccc3n2)cc1[N+](=O)[O-]	-2	0	-1	23	12	-2.7	-15	1.9	·
Cc1c(NC(=O)/C(C#N)=C/c2ccc(-c3cccc(Cl)c3)o2)c(=O)n(-c2ccccc2)n1C	-13	-2	11	4	19	-0.5	0	2.2	-3
O=c1[nH]c(CSc2nnc(-c3cccnc3)n2C2CCCCC2)nc2ccccc12	-5	-2	6	-4	-2	-0.4	-5	-0.7	3
C[C@H](CO)N1C[C@H](C)[C@@H](CN(C)Cc2ccc(Oc3ccccc3)cc2)Oc2c(NC(=O)C3CC3)cccc2C1=O	-2	21	16	6	5	-0.6	0	-1.1	8
COc1ccc(NC(=O)COC(=O)CCNS(=O)(=O)c2ccccc2)cc1OC	-4	-6	-5	1	-19	-0.4	-4	-0.5	0
COc1ccccc1NS(=O)(=O)/C=C/c1ccccc1	-4	4	18	8	4	0.2	-1	-0.6	9
Cc1c(C(=O)NCCN2CCOCC2)oc2ccc(Br)cc12	3	-5	33	0	-1	0.0	2	0.7	-2
COC(=O)[C@]12CCCCC=C1N(Cc1ccc3c(c1)OCO3)C(=O)[C@H](CC(=O)NCc1cccc3ccccc13)C2	·	·	8	-3	·	-1.0	·	1.0	3
CC(=O)NCCc1nc2cc(NC(=O)c3ccccc3C)ccc2n1C	3	-4	-1	4	-18	-0.8	-1	2.4	2
CCc1ccc2oc(=O)cc(CN3CCOCC3)c2c1	-2	-3	-1	5	11	-0.5	-1	-0.6	2
O=C(NC(c1ccc(-c2ccccc2)cc1)c1cnccn1)C1CCN(CCCOc2ccccc2)CC1 (stereo not given)	0	2	-1	6	1	-0.2	3	-3.0	-1
COc1ccc(S(=O)(=O)N2CCN(C)CC2)cc1C	-1	-3	15	-3	19	-0.1	-1	-0.1	-2
CCOC(=O)C(=O)N1CCC(C(=O)OC)CC1	2	-3	7	1	-2	-0.3	-2	0.6	5

Four compounds already listed, ordered by the number in eLon inh, falling:
compound,eLon inh,SKN-1 inh,CendR NRP1 mod,MLLE-PAM2 inh,bovine MsrA act,MsrA inhibitor,MT1-MMP act inh
CC(=O)NCCc1nc2cc(NC(=O)c3ccccc3C)ccc2n1C,3,-1,4,-18,-1,2.4,2
O=C(NC(c1ccc(-c2ccccc2)cc1)c1cnccn1)C1CCN(CCCOc2ccccc2)CC1 (stereo not given),0,-1,6,1,3,-3.0,-1
C[C@H](CO)N1C[C@H](C)[C@@H](CN(C)Cc2ccc(Oc3ccccc3)cc2)Oc2c(NC(=O)C3CC3)cccc2C1=O,-2,16,6,5,0,-1.1,8
COc1ccc(NC(=O)COC(=O)CCNS(=O)(=O)c2ccccc2)cc1OC,-4,-5,1,-19,-4,-0.5,0

(continued)
SMILES	eLon inh	FAS-TE inh	SKN-1 inh	CendR NRP1 mod	MLLE-PAM2 inh	Tb MetRS inh	bovine MsrA act	MsrA inhibitor	MT1-MMP act inh
CCN(CC)CC(=O)Nc1cc(N(C)C)nc2ccccc12	0	-12	4	-6	-4	-1.3	-14	1.9	-2
COc1ccc(CCN2CC(C(=O)NC3CCOCC3)CCC2=O)cc1 (stereo not given)	-3	-5	3	2	-5	-0.1	-3	0.5	1
COc1cc(CN2CC(=O)N(c3ccc(C)cc3)C2=S)cc(OC)c1OC	-2	-6	5	-15	18	-0.7	-1	-0.4	0
O=C(Cn1cnc2ccccc2c1=O)NCc1ccco1	1	-9	23	-5	7	-0.1	-1	0.8	5
O=C(Nc1ccccc1[N+](=O)[O-])c1cncc(Br)c1	-2	7	12	6	0	-0.5	-5	2.3	-3
CC(=O)Nc1ccc(S(=O)(=O)N2c3ccc(F)cc3CCC2C)cc1 (stereo not given)	4	10	-8	-14	14	-0.7	-7	1.2	-5
CCCCn1nnnc1C(C1CC1)N1CCN(C/C=C/c2ccccc2)CC1 (stereo not given)	-1	-3	-1	-12	-1	-0.4	-12	0.3	·
Cc1cccc(OCCCC(=O)Nc2nccs2)c1	4	-4	-1	-6	12	-0.2	4	0.0	3
Cc1ccc(N2CC(C(=O)Nc3nnc(SCC(=O)N4CCOCC4)s3)CC2=O)cc1 (stereo not given)	-13	-5	12	-3	-28	-0.2	1	0.8	-2
Nc1nc(Br)c2c(F)cccc2c1-c1ccccc1	-5	9	-3	-3	-9	0.8	-3	0.1	-15
O=C1CC(C(=O)O)NC(=S)N1 (stereo not given)	-9	-8	4	-1	-11	0.1	0	2.3	-1
CC(C)c1ccc(CNc2ncc(Br)cn2)cc1	-5	-3	-8	15	3	-0.1	-3	-0.7	0
COc1ccc(CCC(=O)OCC(=O)N(C)c2c(N)n(Cc3ccccc3)c(=O)[nH]c2=O)cc1	12	-3	11	-2	3	0.3	-2	0.8	1
CCc1ccccc1N(C(=O)CNC(=O)c1ccco1)C(C(=O)NC1CCCC1)c1cccnc1 (stereo not given)	-4	-4	19	3	-10	-0.6	-1	0.4	1
Cc1cc(C)n(-c2nc3sc4c(c3c3nnc(SC(C)C)n23)CC(C)(C)OC4)n1	-5	-2	-21	-3	-57	-0.4	-2	1.4	-10
CC1CCCC(NC(=O)CCC(=O)c2ccc(F)cc2)C1C (stereo not given)	-14	-1	-8	26*	-17	-1.6	-9	0.0	-3
CC1(C)Cc2c(c(=S)nc(-c3ccccc3)n2CCCN2CCOCC2)CO1	-6	-1	14	2	4	0.7	-4	3.9	-5
Cc1ccc(NC(=O)c2ccncc2)cc1S(=O)(=O)N(C)C	-3	-10	3	-3	-19	-0.7	-2	-0.9	3
O=c1[nH]c(CN2CCN(c3ccccc3Cl)CC2)nc2ccsc12	3	-1	34	3	7	0.6	-3	0.8	-4
C[C@]1(C(=O)NCCCNc2ncc(C(F)(F)F)cc2Cl)C=C[C@@H](Cc2ccccc2)N1C(=O)c1ccccc1	3	18	9	-3	-6	-0.1	4	·	0
O=Cc1ccc(-n2nncc2-c2ccc([N+](=O)[O-])cc2)cc1	-1	6	3	11	-3	-0.7	-7	0.2	1
O=C(/C=C/c1cccs1)c1cc(Br)ccc1OC(=O)N1CCOCC1	-4	0	10	2	2	-0.2	-2	3.3	-14
CC(Oc1ccc2c3c(c(=O)oc2c1)CCCC3)C(=O)NCCN1CCOCC1 (stereo not given)	10	-9	-16	6	14	-0.7	-6	2.9	1
C#CCOCCOCCOCCNc1nc(N2CCN(C(=O)[C@H](CCC(=O)O)n3cc(C(N)CC(C)C)nn3)CC2)nc(N2CCN(C(=O)[C@H](Cc3ccc(O)cc3)n3cc(C(N)CC(C)C)nn3)CC2)n1 (stereo not given in full)	-3	-6	1	-2	11	-0.6	-1	·	0
Cc1ccc(C(=O)O/N=C(\N)c2ccccn2)cc1	-7	-4	4	0	5	-2.3	-1	0.1	1
Cc1cc(-c2ccc(Cl)cc2)c2cnn(C(C)C)c2n1	-10	15	33	-3	-7	0.2	-1	1.8	-4
CCCc1nnc(NC(=O)c2nc(S(=O)(=O)Cc3ccc(C)cc3)ncc2Cl)s1	-4	4	23	0	30	0.2	-5	-0.3	-2
COc1ccc(CCNC(=O)c2cc3cc(Cl)ccc3nc2N)cc1OC	-6	3	10	-8	·	0.8	-5	·	-1
